Screening results from PubChem.
D2 antagonist – antagonists of human D2 dopamine receptor; P14416; HEK293 TREx D2 cells, calcium flux, dopamine EC80; inhibition, % at 10 µM; 2% of 340,000 active; AID 485344; in the data active = inhibition above about 30%; also: 0% is about no effect
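In this primary screen, negative modulation is detected by tracking calcium flux after an EC80 dopamine challenge in inducible HEK293 T-REx D2 cells preexposed to test compound for 180 s.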
USP1-UAF1 inh – inhibitors of human USP1/UAF1 deubiquitinase | Potency, µM (series often up to 57.1 µM), for inactives: top-dose activity change, negative = inhibition, usual class: inhibitors | recombinant USP1/UAF1, Ub-Rhodamine cleavage fluorescence | AID 743255 | 0.23% of 390,000 active; also: potency is read from the fitted curve at half-maximal effect; % is scaled to controls: 0 for no effect and ±100 for the full control effect; nearly all actives have a fitted effect of over 60% in size; inactives centre near -12
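1 nM enzyme complex + cpd, 15 min RT; start with Ub-Rho 150nM final; kinetic fluorescence ex 480/em 540, 6 reads q60 s. Buffer 50mM HEPES pH 7.8, 0.5mM EDTA, 0.1 mg/ml BSA, 1mM TCEP, 0.01% Tween-20.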
D2 agonist – D2 dopamine receptor (human) agonism. P14416. HEK293 T-REx D2 cells, calcium flux agonist mode. activation, % at 2 µM. 0.53% of 340,000 active. AID 485358;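 active = activation over 3 SD above normal in the single-dose calcium agonist read, cut at about 30% in these data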; also: 0% is about no effect
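Calcium-flux readout, 1 cycle/sec over 180 s following compound pin transfer, in inducible HEK293 Trex D2 cells (force-coupled); dopamine controls included. Positive calcium responses during this window marked compounds as potential agonists.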
TrxR1 substrate – is turned over as a substrate by rat TrxR1; purified TrxR1 substrate turnover, NADPH consumption readout; Potency, µM (highest dose often 114 µM), for the others: at the top dose activity change, negative = substrate turnover; 0.01% of 390,000 active; AID 588456; also: potency is read from the fitted curve at half-maximal effect; % is scaled to controls: 0 for no effect and ±100 for the full control effect; nearly all actives have a fitted effect of over 50% in size
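Rat TrxR1, dispensed at 90 nM, was prereduced with 400 uM NADPH (final) for 5 min at ~22 deg C, then incubated with compound 15 min before 400 uM selenite. A first-read NADPH fluorescence drop versus no-compound background flagged substrates.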
IDH1 R132H inh – inhibitors of human mutant IDH1 R132H. O75874. IDH1-R132H enzyme, NADPH consumption, diaphorase/resazurin fluorescence. Potency, µM (titrated, usually from 76.6 µM), for inactives: top-dose activity change, negative = inhibition, hits mostly inhibitors. 0.093% of 390,000 active. AID 602179; also: potency is read from the fitted curve at half-maximal effect; % is scaled to controls: 0 for no effect and ±100 for the full control effect; nearly all actives have a fitted effect of over 65% in size
Target sequence (O75874 whole entry R132H, stated change not applied): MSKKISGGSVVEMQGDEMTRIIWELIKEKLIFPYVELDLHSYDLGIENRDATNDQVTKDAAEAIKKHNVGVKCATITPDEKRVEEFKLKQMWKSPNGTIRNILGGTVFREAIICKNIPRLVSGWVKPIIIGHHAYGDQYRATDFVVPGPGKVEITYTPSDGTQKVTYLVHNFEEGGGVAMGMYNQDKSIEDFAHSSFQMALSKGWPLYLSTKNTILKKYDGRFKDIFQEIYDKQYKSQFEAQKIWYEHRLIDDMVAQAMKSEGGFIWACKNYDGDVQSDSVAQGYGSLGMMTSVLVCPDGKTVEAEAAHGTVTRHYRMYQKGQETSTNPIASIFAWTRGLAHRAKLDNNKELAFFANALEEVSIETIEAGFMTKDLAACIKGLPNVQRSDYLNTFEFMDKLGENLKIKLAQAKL
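IDH1-R132H (0.5 ug/mL) preincubated 30 min with compound, then NADPH (0.016 mM) and alpha-KG (2 mM) added; 80 min at RT, pH 7.5. Remaining NADPH coupled via diaphorase/resazurin to fluorescence (540/590 nm); concentration-response curves normalized to no-enzyme control.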
rTrxR1 inhibitor – rat TrxR1 inhibition; O89049; recombinant rTrxR1, NADPH fluorescence consumption, selenite substrate; Potency, µM (doses to about 114 µM), inactives show at the highest dose activity change, negative = inhibition, usual class: inhibitors; 1% of 390,000 active; AID 588453; also: potency is read from the fitted curve at half-maximal effect; % is scaled to controls: 0 for no effect and ±100 for the full control effect; nearly all actives have a fitted effect of over 65% in size
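Rat TrxR1 (90 nM in the dispensed reagent) was pre-reduced with 400 uM NADPH for 5 min at room temperature, then incubated with compound for 15 min. After 400 uM selenite was added, NADPH fluorescence (Ex 340/Em 450 nm) was followed for 8 min.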
TRHR PAM – allosterically enhances the human TRH receptor; P34981; TRHR cells, fluo-8 calcium fluorescence, EC20 TRH enhancement; enhancement, % at 2 µM; 0.66% of 360,000 active; in the data active = enhancement above about 30%; also: 0% is about no effect
Target sequence (P34981 whole entry, looked up): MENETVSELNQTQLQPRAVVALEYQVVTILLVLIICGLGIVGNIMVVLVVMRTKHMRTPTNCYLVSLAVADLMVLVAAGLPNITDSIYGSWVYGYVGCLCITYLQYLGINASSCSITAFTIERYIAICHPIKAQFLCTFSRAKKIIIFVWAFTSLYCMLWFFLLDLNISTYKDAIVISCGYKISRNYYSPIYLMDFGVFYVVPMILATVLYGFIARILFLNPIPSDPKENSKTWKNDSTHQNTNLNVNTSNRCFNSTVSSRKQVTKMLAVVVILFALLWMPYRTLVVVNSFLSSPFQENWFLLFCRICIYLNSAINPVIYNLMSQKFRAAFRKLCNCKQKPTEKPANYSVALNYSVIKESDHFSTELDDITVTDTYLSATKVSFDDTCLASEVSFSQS
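Enhancer read-out: after compound pinning and an initial kinetic agonist-mode read, an EC20 of TRH (10 nM final) was injected and fluo-8 calcium signal (Ex 480/Em 530) followed at 1 s/cycle for 100 cycles in TRHR-expressing cells.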
Pin1 inhibitor – blocks the human prolyl isomerase Pin1. Q13526. Pin1 FP peptide displacement, HiFluor488, 10 min. Potency, µM (highest dose often 115 µM), for inactives: at the top dose activity, negative = inhibition, most hits filed as inhibitors. 0.009% of 390,000 active. AID 504891; active = well fitted inhibition curve with a large enough effect in the polarisation, with a control signal flat, not every such curve was filed as active; inconclusive = small, poorly fitted or top-dose-only effect, or effect the other way, or a change in a side signal; inactive = no such curve, though single readings can be large or run the other way; the % refers to the polarisation; also: potency is read from the fitted curve at half-maximal effect; % is scaled to controls: 0 for no effect and ±100 for the full control effect
Target sequence (Q13526 whole entry, looked up): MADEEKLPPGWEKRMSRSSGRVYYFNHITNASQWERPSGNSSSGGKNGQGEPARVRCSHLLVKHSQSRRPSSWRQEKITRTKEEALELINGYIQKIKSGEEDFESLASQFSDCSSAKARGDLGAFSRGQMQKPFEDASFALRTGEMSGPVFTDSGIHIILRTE
TRHR agonist – agonists of human TRH receptor; P34981; TRHR cells, calcium flux fluo-8, FDSS agonist mode; activation, % at 2 µM; 0.18% of 360,000 active; in the data active = activation above about 30%; also: 0% is about no effect
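TRHR-expressing cells loaded with fluo-8 calcium dye; 23 nL library compound pin-transferred, kinetic FDSS fluorescence (Ex 480/Em 530) recorded about 180 s for agonist-induced calcium release, before a 10 nM TRH EC20 addition for potentiator mode.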
* = called active by the depositor; ? = inconclusive; / = not tested or not shown; [ ] = dose if it differs, or a comment. Unless noted, calls follow the shape of the dose curve; as a rule, active = well fitted inhibition curve with a large enough effect; inconclusive = small, poorly fitted or top-dose-only effect; inactive = no such curve, though single readings can be large or run the other way.

Under each structure: D2 antagonist, USP1-UAF1 inh, D2 agonist, TrxR1 substrate, IDH1 R132H inh, rTrxR1 inhibitor, TRHR PAM, Pin1 inhibitor, TRHR agonist
- CCc1cc2ccc(C)cc2nc1SCC(=O)N1CCN(C(=O)c2ccco2)CC1
    5, -6%, -0.7, 4%, -3%, 4µM*, -1, 4%, -0.7
- CCC(C)(C)NC(=O)C(c1ccco1)N(C(=O)Cn1nnc2ccccc21)c1ccc2c(c1)OCO2 (configuration not stated)
    -20, -21%, -0.3, 0%, -8%, 12%, 4, ?, 0.1
- CCOC(=O)c1ccc(NC(=O)CCNS(=O)(=O)c2cc(Br)cnc2N)cc1
    -10, -22%, 1.3, -2%, -8%, 11%, 10, 3%, -1.1
- COC(=O)c1cc(C(=O)OCC(=O)Nc2cc(C)on2)cc([N+](=O)[O-])c1
    -8, -16%, 0.1, -4%[0.0914 µM], -10%, 19%, 20, 3%, 0.3
- CCCCN(Cc1cc2cc(OC)ccc2[nH]c1=O)C(=O)c1ccccn1
    14, -5%, -0.5, 12%[57.1 µM], 0%, -3%[57.1 µM], 17, -12%, -0.9
- Cc1ccc2oc(=O)n(CCOc3ccccc3C)c2c1
    -5, -3%, -1.7, -8%, 0%, 17%, -10, ?, -1.8
- COc1ccc(NC(=O)C2CCN(C(=O)NC3CCCCC3)CC2)c(OC)c1
    -13, -16%, -1.3, 11%[57.1 µM], -1%, 16%[57.1 µM], 5, -5%, 0.2
- CC(C)c1ccc(NC(=O)Cn2cc(S(=O)(=O)Cc3ccccc3Cl)c3ccccc32)cc1
    /, -3%, 1.0, -16%, -7%, -2%, 7, 18%, 1.4
- Cc1ccc2oc3c(c(=O)c2c1)C(c1cccc(Cl)c1)N(CCCN1CCOCC1)C3=O (configuration not stated)
    /, -2%, /, -1%, 0%, -17%, 3, 8%, 0.3
- O=C(c1ccccc1)c1cc[n+]([O-])cc1
    -20, -14%, -0.4, -8%, 2%, -15%, 4, -5%, -0.3
- Cc1cc(C)cc(N(CC(=O)NC2CCCC2)C(=O)CNC(=O)c2cccs2)c1
    -11, -13%, -3.0, -13%[57.1 µM], 8%, 30%[57.1 µM], 2, 0%, 0.4
- COCCN(Cc1cc2ccccc2[nH]c1=O)C(=O)c1ccccc1OC
    -9, -14%, 0.9, 9%[57.1 µM], -3%, 6%[57.1 µM], 6, -8%, 0.1
- Cc1ccc(C(=O)Nc2ccc(OCc3ccccc3)cc2)cc1[N+](=O)[O-]
    -18, -10%, 1.2, 6%, 5%, 11%, -7, 14%, 1.8
- Cc1ccc(S(=O)(=O)N2CCCCC2C(=O)N2CCN(C)CC2)cc1 (configuration not stated)
    -21, -18%, 0.3, 2%[57.1 µM], 8%, 16%[57.1 µM], -2, -10%, 0.5
- CCN(CC)CCN(C(=O)CCS(=O)(=O)c1ccccc1)c1nc2cc(C)cc(C)c2s1
    -13, -23%, -0.4, 12%, 3%, 14µM*, 0, 3%, -0.1
- CC(=C/c1ccccc1)/C=N/NC(=O)c1ccc2nc[nH]c2c1
    -6, -1%, 0.6, -8%, 5%, 13%[57.1 µM], 1, -6%, 1.1
- Cc1nn(-c2ccccc2)c2sc(C(=O)NCCN3CCOCC3)cc12
    13, -7%, 0.9, 40%[activator][57.1 µM], 0%, -6%[57.1 µM], 18, -2%, 1.4
- Cc1cc(Cl)ccc1OC(C)C(=O)NN=C1CCCCCC1 (configuration not stated)
    0, -1%, 1.9, -8%, -7%, -6%, -5, 2%, -0.2
- COc1ccc(OC(C)C(=O)N2CCCc3ccccc32)cc1 (configuration not stated)
    -10, -20%, 0.8, -3%[57.1 µM], 2%, -4%[57.1 µM], -6, 6%, 0.3
- COCC(=O)N(Cc1cc2ccc(C)cc2[nH]c1=O)c1ccc(C)cc1C
    -19, -6%, -0.1, -2%[57.1 µM], 11%, -4%[57.1 µM], -4, 1%, 0.2
- Cn1cc(C(=O)C(F)(F)F)c2ccccc21
    8, -16%, -1.2, 7%[57.1 µM], 7%, 19%[57.1 µM], 5, -4%, -0.3
- CCOC(=O)c1ccc(CNC(=O)CCC(=O)O)cc1
    9, -8%, 0.3, 0%, 0%, 7%, 17, 0%, 1.1
- Cc1cc(F)ccc1NC(=O)C1CCCN(c2nnc(-n3c(C)ccc3C)s2)C1 (configuration not stated)
    /, -18%, -1.1, 3%, 0%, -16%, 24, 7%, -1.5
- Cc1ccc(NS(=O)(=O)c2cc(C(=O)Nc3cccc(N(C)S(C)(=O)=O)c3)ccc2C)c(C)c1
    14, -18%, -0.1, -3%, 0%, 12%, -6, 8%, 0.1
- CC1=NN(C(=O)Cc2ccccc2)C(O)(c2ccccc2)C1 (configuration not stated)
    -1, 3%, -0.1, -7%[57.1 µM], 3%, 13%[57.1 µM], -4, -13%, 1.3
- CCNc1nc2ccccc2[nH]1
    7, 1%, 0.5, 0%, -3%, -9%, 5, 2%, 0.2
- C[C@H](NC(=O)[C@@H]1Cc2ccccc2CN1)C(=O)NCC1CCCO1 (some centres not stated)
    -14, -24%, 0.7, 1%, -3%, 18%, 6, 1%, -0.2
- O=C(O)/C=C/C(=O)Nc1ccc(Cl)c(C(=O)O)c1
    -9, -15%, 0.2, 8%[57.1 µM], 1%, -4%[57.1 µM], 0, 5%, 1.0
- COc1ccc(-c2nnc(CSc3nc4ccccc4c(=O)n3CC3CCCO3)o2)cc1OC (configuration not stated)
    4, -8%, -0.5, -4%, -2%, -1%, 5, 1%, 0.2
- O=C1/C(=C\c2ccco2)SC(=S)N1C1CCS(=O)(=O)C1 (configuration not stated)
    9, -7%, 0.4, -4%, 13%, 2%[57.1 µM], 2, ?, -0.1
- CC(=O)N1CCCc2cc(S(=O)(=O)N(C)CC(=O)Nc3ccc(F)c(Cl)c3)ccc21
    /, -2%, -0.5, -1%[57.1 µM], 9%, 14%[57.1 µM], 0, ?, -1.3
- COc1cccc(/C=N/NC(=O)CSc2nnc(C)n2-c2ccccc2)c1O
    -32, -8%, 0.3, 11%[57.1 µM], 1%, 23%[57.1 µM], -7, -2%, 0.3
- CC1CN(C(=O)c2ccccc2Nc2ccc(SC(F)F)cc2)CC(C)O1 (configuration not stated)
    13, -12%, 0.7, 6%[57.1 µM], 5%, 7%[57.1 µM], -13, -1%, -0.1
- CCOC(=O)c1c(NC(=O)c2c(-c3ccccc3)noc2C)sc(C)c1-c1ccccc1
    6, -14%, 0.0, 50%, 5%, 26%[57.1 µM], 1, 7%, 0.3
- CCCCCOc1ccc(C(=O)CCN2CCOCC2)cc1
    2, -22%, 8.7, 5%[57.1 µM], -7%, 10µM*, -8, -10%, 0.9
- CC1CCN(c2nc3c(c(=O)n(C)c(=O)n3C)n2CCSc2nc3ccccc3o2)CC1
    4, /, -0.7, /, /, /, -3, /, 0.1
- COc1ccc(CC(=O)N2CCCC2)c(OC)c1
    -20, -7%, 0.4, 3%, 5%, 11%, 1, -10%, 0.2
- CC(=O)OCc1cnc(C)c2oc(=O)c(C(=O)Nc3ccc(C)cc3Cl)cc12
    /, -19%, /, 5%[57.1 µM], 6%, 10%[57.1 µM], 0, -1%, 0.5
- CCOC(=O)N1CCN(Cc2nc3cc(NC(=O)C(C)C)ccc3n2C)CC1
    -14, -16%, 3.7, 9%[57.1 µM], 5%, 12%[57.1 µM], 13, 1%, 1.1
- CC(=O)Nc1ccc(S(=O)(=O)NCCc2csc(C)n2)cc1
    -15, -10%, -0.2, -8%, 0%, 11%, 20, -1%, -1.2
- Cc1cccc(Nc2nc(-c3ccccn3)cs2)n1
    -19, -13%, 0.8, 2%, 5%, 0%, 5, 2%, 1.0
- Cc1ccc(OCCNC(=O)CCc2nc3sc4c(c3c(=O)[nH]2)CCCC4)cc1
    /, -28%, /, 0%, -2%, 0%, /, 48%[activator], /
- CCc1cc(=O)oc2cc(OCC(=O)NCCCN3CCOCC3)c(Cl)cc12
    11, -15%, /, 11%, 5%, 11%, 4, -2%, 0.4
- O=S(=O)(NC1CC2CCC1C2)c1ccc(Br)cc1 (configuration not stated)
    2, ?, 0.3, 19%[57.1 µM], 0%, 41%[activator][57.1 µM], 5, 3%, 0.6
- C=CCC[C@@H](Cc1ccc(F)cc1)C(=O)OC[C@@H](Cc1c[nH]c2ccccc12)NC(=O)[C@H](CC=C)CC(=O)NCCO
    /, -18%, /, -10%, -13%, -1%, /, -11%, /
- CN(C(=O)CSc1nc2ccccc2s1)c1c(N)n(Cc2ccccc2)c(=O)[nH]c1=O
    -23, -8%, -0.8, 0%, 4%, 25%, -5, -1%, 0.7
- Cc1cc(=O)oc2cc(OCC(=O)OCC(=O)Nc3ccc(C(C)C)cc3)ccc12
    -8, -13%, -0.7, 2%, -15%, -13%, 0, 16%, -0.7
- COc1ccc(S(=O)(=O)NC(CC(=O)NCc2ccccc2OC)c2ccco2)cc1 (configuration not stated)
    18, -16%, -0.2, 0%[57.1 µM], 7%, 5%[57.1 µM], -3, -9%, -0.7
- CCOC(=O)c1cc(-c2ccccc2)n(CC(=O)NC(C)(C)C)c1C
    4, -25%, 1.3, 2%, 6%, 15%, 57*, 0%, -1.6
- O=C(CSc1ccc2nnc(-c3ccccn3)n2n1)Nc1ccc(F)cc1F
    -22, -6%, 0.4, 16%, 4%, 21%, -5, 2%, 0.0
- Cc1ccc(/C=N/NC(=O)Cc2ccc(Cl)cc2)c(O)c1
    14, -20%, 0.3, 9%[57.1 µM], 4%, 15%[57.1 µM], 2, -11%, -0.2
- CSCCC(NC(=O)COc1ccccc1)C(=O)N1CCN(c2ccccc2Cl)CC1 (configuration not stated)
    -15, -20%, 0.2, 3%, 7%, 12%, -6, -1%, 0.4
- Cc1ccc(C(=O)NCc2ccccc2)c(F)c1F
    0, -11%, 0.1, -10%, -3%, 2%, -1, 6%, 0.1
- Cc1cc(-n2c(C)cc(C(=O)COc3ccccc3[N+](=O)[O-])c2C)no1
    /, -22%, /, -7%, 1%, 20%[57.1 µM], 2, 3%, 0.3

An excerpt; rates above refer to the full screens.
